DAX1 inh-1: DAX1 (NR0B1) inhibitors on StAR promoter, primary screen, cell-based, luminescence, SF-1 (NR5A1), full-length DAX-1 | HEK293T StAR-luciferase reporter, SF-1/DAX-1 repression relief | inhibition, % at 6.8 µM | AID 652010, 2013 | 370,000 compounds, 1.1% hits;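 active = inhibition above the mean over all tested compounds plus 3 SD, cut at about 3.6% in these data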;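 note: 0% = DAX-1 cells with DMSO and 100% = cells lacking DAX-1 with DMSO; higher inhibition means more luminescence from relief of DAX-1 repression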
GAA850 FXN act: FXN promoter activators, primary screen, cell-based, luciferase luminescence, HEK293 lucGAA850 | activation, % at 6 µM | 360,000 compounds, 0.56% hits | AID 540364, 2011 | HEK293 lucGAA850 FXN promoter luciferase reporter, 24 h; percent of 10 µM SAHA response;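 active = activation above the average of all compounds screened plus 3 SD, cutoff fixed separately per campaign, cut at about 7.5% in these data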;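 note: 0% = DMSO wells and 100% = 10 µM SAHA wells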
ADAM17 inh: ADAM17 inhibitors, primary screen, biochemical, QFRET; recombinant ADAM17, EDANS/DABCYL FRET peptide cleavage; inhibition, % at 6.95 µM; 370,000 compounds, 0.83% hits;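 active = inhibition above the mean of compounds lying between control limits plus 3 SD, set per campaign, cut at about 8.5% in these data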;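 note: 0% = DMSO-only wells as the low control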
SMARCA2 act: SMARCA2 (BRM) function activators, primary screen, cell-based, luminescence, high throughput; activation, % at 9.1 µM; MG213 cells, MMTV-luciferase reporter, dexamethasone, overnight; 370,000 compounds, 1% hits; AID 652017, 2013; in the data active = activation above about 7.8%;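 note: 0% = vehicle wells and 100% = reference activator wells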
GC-A act: GC-A stimulated cGMP production enhancers – HEK293 GC-A cells, cGMP TR-FRET, EC30 ANP, primary screen; 0% at EC30 ANP, 100% saturating ANP; activation, % at 10 µM; 370,000 compounds, 0.14% hits; AID 1671463, 2021; in the data active = activation above about 40%
hcDAF-12 act: H. contortus DAF-12 nuclear receptor activators, primary screen, cell-based, luminescence, HEK293, lit1-tk-luc reporter; HEK293 hcDAF-12 lit1-tk-luc reporter; 0% DMSO, 100% Δ7-dafachronic acid; activation, % at 6.8 µM; 370,000 compounds, 1.4% hits; AID 652067, 2013;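 active = activation above the mean of all tested compounds plus 3 SD, cut at about 5.5% in these data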;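 note: 100% = response to 3 µM Δ7-dafachronic acid high control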
ssDAF-12 act: S. stercoralis DAF-12 nuclear receptor activators, primary screen, cell-based, luminescence, HEK293, GRIP1 co-expression, lit1-tk-luc | HEK293 ssDAF-12/GRIP1 lit1-tk-luc reporter; % of 3 µM dafachronic acid response | activation, % at 6.8 µM | 370,000 compounds, 1% hits | AID 652126, 2013;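 active = activation above the mean over all tested compounds plus 3 SD, cut at about 0.9% in these data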;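 note: 0% = DMSO-only wells and 100% = 3 µM delta7-dafachronic acid wells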
ADAM10 inh: human ADAM10 inhibitors, primary screen, biochemical, QFRET, HTS; recombinant ADAM10, EDANS/DABCYL FRET peptide cleavage, 3 h; inhibition, % at 7 µM; 370,000 compounds, 0.62% hits; AID 720582, 2013;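 active = inhibition above a per-campaign cutoff equal to the mean of compounds falling between control-based bounds plus 3 SD, cut at about 20% in these data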;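 note: 0% = DMSO wells while the 100% control is not disclosed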
Target sequence (O14672 214-748 limits assumed): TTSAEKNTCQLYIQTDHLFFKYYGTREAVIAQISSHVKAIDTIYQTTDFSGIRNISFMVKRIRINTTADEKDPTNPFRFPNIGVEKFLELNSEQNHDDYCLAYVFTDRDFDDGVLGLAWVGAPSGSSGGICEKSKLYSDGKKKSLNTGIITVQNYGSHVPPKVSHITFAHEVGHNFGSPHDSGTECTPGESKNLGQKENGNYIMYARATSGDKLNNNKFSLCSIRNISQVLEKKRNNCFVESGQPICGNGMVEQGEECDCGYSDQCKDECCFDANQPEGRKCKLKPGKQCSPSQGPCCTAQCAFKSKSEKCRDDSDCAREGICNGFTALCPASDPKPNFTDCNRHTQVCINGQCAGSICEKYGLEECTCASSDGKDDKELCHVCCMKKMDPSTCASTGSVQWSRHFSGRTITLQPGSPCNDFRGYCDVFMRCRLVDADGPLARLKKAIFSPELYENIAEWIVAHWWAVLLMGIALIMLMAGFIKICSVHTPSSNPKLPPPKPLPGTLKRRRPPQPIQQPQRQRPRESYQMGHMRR
DAX1 inh-2: DAX1 (NR0B1) inhibitors, primary screen, cell-based, HEK293, Gal4-DAX1, luciferase luminescence. Nuclear receptor subfamily 0 group B member 1 (Homo sapiens), P51843. HEK293 Gal4-DAX1 luciferase reporter. inhibition, % at 6.75 µM. 340,000 compounds, 0.99% hits. AID 504766, 2011;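 active = inhibition above the mean over all tested compounds plus 3 SD, cut at about 4.2% in these data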;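 note: 0% = DAX1-transfected cells with DMSO and 100% = empty-vector control cells with DMSO; inhibition shows as a rise in luminescence from relieved DAX1 repression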
Target sequence (P51843 207-470 limits assumed): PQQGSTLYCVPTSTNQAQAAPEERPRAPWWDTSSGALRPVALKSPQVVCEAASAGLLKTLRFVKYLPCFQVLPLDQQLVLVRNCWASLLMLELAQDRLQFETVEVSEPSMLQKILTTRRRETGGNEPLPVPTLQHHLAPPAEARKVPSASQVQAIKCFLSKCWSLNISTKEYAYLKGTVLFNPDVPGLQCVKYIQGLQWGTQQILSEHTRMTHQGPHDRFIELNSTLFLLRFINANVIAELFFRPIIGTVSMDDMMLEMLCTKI
PG9 binder: binders of HIV-1 gp120 antibody PG9, primary screen, biochemical, TR-FRET; HIV-1 gp120 / PG9 antibody interaction; TR-FRET gp120-PG9 antibody binding; inhibition, % at 6.7 µM; 360,000 compounds, 0.43% hits; AID 624416, 2012; in the data active = inhibition above about 8.5%
hgDAF-12 ag: H. glycines DAF-12 receptor agonists, primary screen, cell-based, luminescence, HEK293, GAL4 fusion, UAS-luciferase | HEK293 GAL4-hgDAF12 UAS-luciferase reporter, agonist luminescence; normalized to butyrate control | activation, % at 6.8 µM | 370,000 compounds, 1.8% hits;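 active = activation above a cutoff set at the mean of all screened compounds plus 3 SD, cut at about 10% in these data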;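 note: 0% = DMSO wells and 100% = sodium butyrate wells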
Numbers without * were called inactive; · = no result given.

SMILES	DAX1 inh-1	GAA850 FXN act	ADAM17 inh	SMARCA2 act	GC-A act	hcDAF-12 act	ssDAF-12 act	ADAM10 inh	DAX1 inh-2	PG9 binder	hgDAF-12 ag
Cc1ccc(S(=O)(=O)N(Cc2cc3cc4c(cc3[nH]c2=O)OCCO4)CC2CCCO2)cc1 (stereo not drawn)	0.1	-2.1	-66	-2	0	-1.4	-1.6	-188	-0.6	-1.7	0.8
CC[C@@]1(c2ccccc2)C(=O)N(C(=O)OC)N1C(=O)OC	0.7	-2.6	-2	1	-7	-0.8	-1.1	2	2.4	0.7	1.9
CCOC(=O)C1=C(CN2CCOCC2)NC(=O)NC1c1cc(C)ccc1C (stereo not drawn)	0.2	0.6	-3	-2	-15	-1.3	-1.7	3	-0.3	-0.5	-1.9
COc1cccc(/C=N/Nc2nc(Nc3ccc([N+](=O)[O-])cc3)nc(N3CCCC3)n2)c1O	-0.6	-3.2	0	-3	3	-0.2	-1.0	3	·	-3.0	-1.0
CN(Cc1ccccc1)c1nc2nonc2nc1N1CCCC(CN2CCCC2=O)C1 (stereo not drawn)	-0.5	1.5	-4	-1	-1	1.6	-0.7	2	1.5	-0.5	-1.7
Cc1ccccc1NC(=O)c1sc2nc(N3CCOCC3)c3c(c2c1N)CCCC3	-2.5	3.3	-102	2	20	1.8	-0.9	-267	0.0	4.7	2.9
COC(c1ccccc1)c1nnc(CCC(=O)N(C)CCc2ccccc2)o1 (stereo not drawn)	-0.2	-0.3	-1	0	1	-0.3	-0.4	-5	0.6	0.5	-0.3
COC(=O)Cn1cnc2c(cnn2-c2ccc(OC)cc2)c1=O	0.0	1.5	-3	1	2	-2.5	-0.8	-6	0.3	-0.8	4.1
O=C(c1ccncc1)N1CCC(Oc2cccnc2)CC1	1.1	·	-1	3	1	-2.2	-1.3	5	·	·	-1.5
CC1CCN(C(=O)c2ccccc2SCC(=O)NCC2CCCCC2)CC1	0.3	0.5	-1	-2	3	-0.6	-0.1	-13	-1.0	-1.4	0.6

Arranged by length of the SMILES (rising): 3 of the compounds above
SMILES	DAX1 inh-1	GAA850 FXN act	ADAM17 inh	SMARCA2 act	GC-A act	hcDAF-12 act	ssDAF-12 act	ADAM10 inh	DAX1 inh-2	PG9 binder	hgDAF-12 ag
COC(=O)Cn1cnc2c(cnn2-c2ccc(OC)cc2)c1=O	0.0	1.5	-3	1	2	-2.5	-0.8	-6	0.3	-0.8	4.1
CCOC(=O)C1=C(CN2CCOCC2)NC(=O)NC1c1cc(C)ccc1C (stereo not drawn)	0.2	0.6	-3	-2	-15	-1.3	-1.7	3	-0.3	-0.5	-1.9
COc1cccc(/C=N/Nc2nc(Nc3ccc([N+](=O)[O-])cc3)nc(N3CCCC3)n2)c1O	-0.6	-3.2	0	-3	3	-0.2	-1.0	3	·	-3.0	-1.0

Following part.
SMILES	DAX1 inh-1	GAA850 FXN act	ADAM17 inh	SMARCA2 act	GC-A act	hcDAF-12 act	ssDAF-12 act	ADAM10 inh	DAX1 inh-2	PG9 binder	hgDAF-12 ag
CC(C)N(C(=O)COC(=O)c1cccc(N(C)C)c1)c1ccccc1	-0.2	-2.6	-4	1	-2	-1.0	0.0	-17	-1.8	-3.9	-0.1
NC(=O)c1cc([N+](=O)[O-])c(Cl)cc1NCc1cccnc1	-0.8	5.0	0	2	-4	0.6	-0.9	-6	-0.3	3.9	-1.6
c1ccc(Nc2cccc3c(Nc4ccccc4)cccc23)cc1	0.3	1.5	-92	-1	1	3.5	-1.8	-166	0.3	3.9	3.3
N#Cc1cccc(NC(=O)COC(=O)CCc2nc3ccccc3c(=O)[nH]2)c1	0.6	2.3	-2	0	2	-0.9	-1.1	3	0.3	-1.0	0.2
O=C(NCCCN1CCOCC1)C(C(=O)NCCCN1CCOCC1)c1ncc(C(F)(F)F)cc1Cl	0.3	2.9	1	4	2	2.2	0.1	-4	-0.1	-1.0	-0.1
Cc1ccc(CSC2=CS(=O)(=O)c3ccccc3N2)cc1	-0.7	-2.0	1	2	3	-2.4	-1.2	5	0.7	-1.5	-0.1
CCOc1cc2c(cc1OCC)C(C(=O)O)C(c1cc(Br)c(O)c(OC)c1)N(C)C2=O (stereo not drawn)	-0.6	-1.4	-3	-3	-1	-2.2	-1.5	2	-0.9	2.3	0.3
Cn1nc(N)c2c(-c3ccc(Cl)cc3)c(C#N)c(N)nc21	0.1	1.0	3	2	-4	-0.9	-1.6	4	-0.6	-0.1	1.1
C=CCN1[C@@H](C)COc2cc(N3CCCC3)ccc2S1(=O)=O	0.4	·	0	0	5	-3.0	-1.8	4	·	·	-1.6
O=C1N(Cc2ccc(F)cc2)CCN1c1ccc(F)cc1	-0.4	3.8	-7	3	2	2.2	-0.9	-8	0.6	-0.4	3.4
COC(=O)CN1C(=S)N(c2ccc(Cl)cc2)C(=O)C1CC(=O)Nc1ccccc1 (stereo not drawn)	-1.0	-0.9	2	-4	2	-2.0	-1.9	4	0.0	-1.0	-1.0
Cc1cc(C)cc(NC(=O)Cn2c(-c3ccccc3Cl)nc3ccccc32)c1	0.6	2.5	-3	-1	-4	1.1	-1.6	1	0.4	-0.6	5.2
CC(OC(=O)CNC(=O)c1ccc(F)cc1)C(=O)Nc1ccc(S(=O)(=O)N2CCOCC2)cc1 (stereo not drawn)	0.1	-0.6	-4	-1	-1	0.8	-1.2	-9	0.2	2.1	-1.0
N#C/C(=C\c1cccnc1)c1nc2c(s1)CCCC2	2.7	6.6	-25	8.5*	3	0.7	-0.4	-69	1.9	-1.7	10
Cc1ccc(N(C)S(=O)(=O)c2c[nH]c3ccc([N+](=O)[O-])cc23)cc1	0.0	1.1	5	-4	0	-0.5	-0.7	6	-0.2	1.2	-1.9
Cc1cc(Cl)ccc1OC(C)C(=O)Nc1ccc(C(=O)Nc2ccccc2C(=O)O)cc1 (stereo not drawn)	1.3	-0.2	4	-1	-4	-0.8	-1.2	10	0.5	-0.9	-0.1
CCOc1[nH]n(-c2ccccc2)c(=O)c1C=NCc1cccnc1	-0.1	2.6	1	3	-3	-0.7	-1.4	-4	-0.7	-1.9	-3.4
Cc1ccc(Cc2c(-c3cccc(Br)c3)nc3ccc(Br)cn23)cc1	2.8	·	0	6	1	0.6	-0.6	-1	·	-1.0	5.7
CCOC(=O)c1nc(-c2ccc(OC)c(OC)c2)cnc1C#N	0.5	0.8	-1	-2	-2	3.8	-0.6	-1	6.9*	-1.9	-3.7
CCN(CCn1cccn1)C(=O)c1cc(COc2c(F)cccc2F)on1	0.4	4.4	-5	3	2	0.4	-0.5	4	-0.1	-0.6	-1.6
O=C(NCCO)C1(C(=O)C2CC2)CC(c2ccccn2)=NO1 (stereo not drawn)	0.6	·	-3	-4	1	-0.9	-0.8	-8	·	·	-1.9
CCC(C)NC(=O)Cn1cnc2sc(C)c(S(=O)(=O)N3CCN(c4ccccc4OC)CC3)c2c1=O (stereo not drawn)	0.3	1.8	-1	3	4	-1.1	-0.9	2	1.8	-0.1	2.1
COc1cc(CN2CCN(Cc3ccc(C)cc3)C(CCO)C2)cc(OC)c1O (stereo not drawn)	0.0	1.0	1	-2	0	-1.1	-0.7	-5	1.0	-0.6	-1.9
N#C/C(=C\c1ccc(OCc2ccccc2)cc1)C(N)=O	0.5	2.5	-3	5	4	0.3	-0.8	1	0.5	-1.0	9.8
Cc1ccc(-n2c([O-])nc(-[n+]3ccccc3)c2C=O)cc1	-0.1	0.4	1	-2	-1	0.6	-0.7	1	-0.1	-2.8	2.4
CCOC(=O)CCCNC(=O)CCCNC(=O)C(c1ccccc1)c1ccccc1	-0.7	0.1	-1	5	0	-1.5	-1.7	7	-0.2	-1.2	-0.4
CCC1CCCN1Cn1cnc2c([nH]c3ccc(Cl)cc32)c1=O (stereo not drawn)	0.1	1.6	-11	9.7*	3	0.8	0.1	-24	-0.4	-1.4	-0.8
C=CCC1CCCC(=O)N2CC[C@H](O)C12 (stereo partly drawn)	0.5	-0.8	-2	0	2	-0.1	-0.8	3	0.0	0.6	-2.1
CC1(c2ccc(OC(F)F)cc2)NC(=O)N(CC(=O)c2ccc3c(c2)OCO3)C1=O (stereo not drawn)	0.4	1.7	-1	1	5	-0.7	-1.5	0	0.4	1.3	-2.2
O=C(c1ccc(Cl)cc1)c1c[nH]c(C(=O)C(Cl)(Cl)Cl)c1	-0.8	-3.2	-2	-1	10	0.0	-0.8	-5	-0.4	0.6	-0.7
COc1ccc(CCNC(=O)Nc2ccc(F)cc2F)cc1OC	-0.2	1.8	2	1	1	0.7	-1.2	-1	-0.4	-2.9	0.6
CC(C)(C#N)NC(=O)C(=O)c1c(-c2ccccc2)cc2ccccn12	-0.3	2.9	-3	-4	-1	-2.4	-1.3	-9	2.2	0.7	4.0
CC1Cc2ccccc2N1CC(=O)Nc1ccc2c(c1)OCO2 (stereo not drawn)	-0.8	-2.3	-4	-1	-2	2.5	-1.0	-1	-1.5	-1.9	0.2
O=C(COC(=O)C1CCC1)NCCc1ccc(Cl)cc1Cl	-2.3	-0.2	-5	-2	1	-0.3	-0.9	-4	-0.2	-0.8	2.5
CC(Nc1cc(N2CCN(C(=O)C(C)(C)C)CC2)ccc1[N+](=O)[O-])c1ccccc1 (stereo not drawn)	-0.7	0.9	4	-5	0	-2.0	-1.7	10	0.4	-1.1	-0.7
CN(Cc1ccccc1)C(=O)c1ccc(NC(=O)Cc2ccc(NC(=O)C3CCN(C(=O)C4CCCCC4)CC3)cc2)cc1	-0.8	-0.8	2	1	-2	0.8	-1.3	-2	-1.7	-0.4	0.9
O=C(Nc1ccccc1N1CCOCC1)c1cccc(S(=O)(=O)N2CCOCC2)c1	-1.2	0.9	-2	-2	-1	1.4	-0.9	-14	-0.3	0.1	1.8
COCC(C)n1c(C)cc(C(=O)CSc2cc(C)c3ccccc3n2)c1C (stereo not drawn)	-0.5	4.1	5	0	-3	0.1	-1.8	17	-1.9	-0.2	-0.4

Some entries already given, showing only GC-A act, SMARCA2 act and ADAM10 inh:
| Compound | GC-A act | SMARCA2 act | ADAM10 inh |
| --- | --- | --- | --- |
| CC(C)(C#N)NC(=O)C(=O)c1c(-c2ccccc2)cc2ccccn12 | -1 | -4 | -9 |
| COCC(C)n1c(C)cc(C(=O)CSc2cc(C)c3ccccc3n2)c1C (stereo not drawn) | -3 | 0 | 17 |
| CC1Cc2ccccc2N1CC(=O)Nc1ccc2c(c1)OCO2 (stereo not drawn) | -2 | -1 | -1 |
| CN(Cc1ccccc1)C(=O)c1ccc(NC(=O)Cc2ccc(NC(=O)C3CCN(C(=O)C4CCCCC4)CC3)cc2)cc1 | -2 | 1 | -2 |
